RGS4 block: inhibitors of human RGS4; HEK293 M3R/RGS4 inducible, Fluo-4 calcium flux; hits give high values; triggered by carbachol at its EC20; B-score at 10 µM; hit rate 0.45% among 310,000;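 active means B-score, a plate-corrected calcium signal, over three deviations above library mean, with baseline fluorescence within five deviations of library mean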;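 further: RGS4 expression induced by doxycycline in cells with stable M3 receptor; B-score is computed from the integrated fluorescence ratio over baseline after carbachol; higher B-score means a larger calcium signal and so more RGS4 inhibition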
Target sequence (P49798 whole entry, looked up): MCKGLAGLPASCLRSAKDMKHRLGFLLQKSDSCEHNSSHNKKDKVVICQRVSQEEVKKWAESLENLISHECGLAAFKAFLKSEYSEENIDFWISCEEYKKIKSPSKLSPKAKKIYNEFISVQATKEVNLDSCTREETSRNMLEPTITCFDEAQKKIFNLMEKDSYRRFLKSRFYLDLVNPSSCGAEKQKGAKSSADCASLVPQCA
PolyA inhibitor: yeast polyadenylation inhibition; S. cerevisiae SKY197-pL101 polyadenylation reporter, beta-gal luminescence; efflux-impaired pdr1/pdr3 knockout yeast; score 100 = 6 SD above DMSO; calls only at 12 µM; hit rate 0.02% among 300,000;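 active means lowest replicate activity score at least 50, where 100 means six control SD above control mean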;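 further: yeast exposed to compound for 9 h at 30 °C; higher score means more reporter readthrough which indicates perturbed polyadenylation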
DYRK1A inh: Dyrk1A (rat) kinase inhibition. Q63470. ADP-Glo luminescence, NFATc1 peptide. AID 504441. hit rate 0.43% among 310,000. inhibition, % at 12.5 µM; in the data active means inhibition above about 50%;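 further: plate controls were vehicle with enzyme for no effect and no enzyme for full effect; many of its hits are not listed in these tables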
KCNQ1 pot: potentiates or activates the human KCNQ1 potassium channel. P51787. AID 2648. B-score at 10 µM. CHO-K1 KCNQ1, thallium flux FluxOR fluorescence; hits give high values. hit rate 0.35% among 310,000;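 active means fluorescence ratio B-score, a plate-corrected score, at least three library SD, with initial intensity B-score within 5 SD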
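assay system = KCNQ1-transfected CHO-K1 cells | medium = assay buffer with matched DMSO | probe or stimulus = depolarizing K+/Tl+ stimulus, K2SO4 and Tl2SO4 each 12.5 mM in 5x stock | dosing = single dose | incubation = dye 90 min, compound 20 min, room temperature | detection = kinetic FluxOR fluorescence, 10 s baseline plus 110 s post-stimulus | evaluation = ratio B score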
KCNK9 inh: human KCNK9 channel inhibition | Q9NPC2 | HEK293 KCNK9, FluxOR thallium flux fluorescence; hits give low values | B-score at 10 µM | hit rate 1.2% among 310,000 | AID 488922;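 active means ratio B-score over 3 SD below the library mean, with starting fluorescence within 5 SD of its mean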;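 further: negative B-score means less thallium flux so channel inhibition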
KCNQ1 block: human KCNQ1 channel inhibition; P51787; CHO-K1 KCNQ1, FluxOR thallium flux fluorescence; hits give high values; B-score at 10 µM; hit rate 1.3% among 310,000;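 active means compounds whose thallium flux B-score, printed positive for inhibition, exceeds three library SD while starting fluorescence stays within three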;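 further: channel opened by potassium depolarization with thallium stimulus after 20 min compound exposure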
hERG rescue: shields human hERG channel from block by proarrhythmic agents | Q12809 | CHO-hERG, FluxOR thallium flux, dofetilide IC70 present | activation (rescue from dofetilide block), less the hit threshold, % at 10 µM | hit rate 0.51% among 310,000;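 active means activation above the mean of controls blocked by dofetilide plus 5 SD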;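 further: thallium influx through hERG after potassium depolarization seen as dye fluorescence rise; in these data hits start at about 4.7%; inactives centre near -7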
GSK3B inh: blocks human GSK3beta kinase activity; P49841; activity score (negative = inhibition), % at 10 µM; AID 2097; GST-GSK3beta kinase, ADP-Glo luminescence, 60 min; hits give low values; hit rate 0.038% among 300,000;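 active means more than half of replicate wells score below -50%, meaning over 50% inhibition versus plate controls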;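 further: 0% = median DMSO wells and -100% = median GW8510 positive control wells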
Target sequence (P49841 whole entry, looked up): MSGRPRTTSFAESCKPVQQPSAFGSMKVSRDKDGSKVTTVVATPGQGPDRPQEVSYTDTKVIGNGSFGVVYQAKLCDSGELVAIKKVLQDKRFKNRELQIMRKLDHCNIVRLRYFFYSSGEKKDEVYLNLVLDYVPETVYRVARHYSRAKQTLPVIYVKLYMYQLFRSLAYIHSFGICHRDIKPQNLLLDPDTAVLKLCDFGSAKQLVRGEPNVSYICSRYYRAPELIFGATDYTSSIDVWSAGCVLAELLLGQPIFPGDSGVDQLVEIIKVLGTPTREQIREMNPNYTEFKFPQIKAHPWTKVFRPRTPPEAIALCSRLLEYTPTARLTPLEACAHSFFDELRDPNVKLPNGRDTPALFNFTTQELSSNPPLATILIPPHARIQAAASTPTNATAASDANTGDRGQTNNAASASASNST
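Assay system: GST-tagged human GSK3beta kinase, cell-free; Input: 1.6 ng GSK3beta; Medium: Tris/MgCl2 kinase buffer; Timing: 60 min enzyme reaction, room temperature; Signal: ADP-Glo luminescence quantifying ADP generated by kinase; Evaluation: score relative to plate controls; Benchmarks: DMSO neutral wells and GW8510 at 20 µM as positive.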
KCNK3 inh: human KCNK3 channel inhibition, primary screen | O14649 | CHO-KCNK3 thallium flux, FluxOR fluorescence; hits give low values | B-score at 10 µM | hit rate 0.84% among 340,000 | AID 602410;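 active means B-score under library mean minus 4 SD, starting fluorescence ratio at most library mean plus 5 SD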;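 further: more negative B-score means stronger inhibition of thallium flux through KCNK3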
RGS4 act: RGS4 potentiation or activation; B-score at 10 µM; hit rate 0.92% among 310,000; HEK293 M3R/inducible RGS4, carbachol calcium flux Fluo4; hits give low values; AID 463111;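 active means B-score of the integrated calcium signal more than 4 SD below the library mean, with starting fluorescence not abnormally high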;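 further: negative B-score means reduced calcium response which marks RGS4 activation or potentiation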
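test system = M3R-expressing HEK293 line, RGS4 induced by doxycycline | probe or stimulus = carbachol at ECmax as muscarinic agonist stimulus | timing = dye loading 30 min 37 °C, buffer rest 30 min RT | signal = calcium dye Fluo4 fluorescence | evaluation = B score from integrated fluorescence ratio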
GSK3 alpha inh: inhibitors of human GSK-3 alpha kinase. inhibition, % at 10 µM. AID 2650. ADP-Glo luminescence, 60 min. hit rate 0.1% among 320,000;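 in the data active means inhibition above about 50%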;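 further: GST-tagged GSK-3 alpha with peptide substrate and 25 µM ATP; 0% = DMSO neutral wells and 100% = GW8510 positive control wells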
Target sequence (P49840 whole entry, looked up): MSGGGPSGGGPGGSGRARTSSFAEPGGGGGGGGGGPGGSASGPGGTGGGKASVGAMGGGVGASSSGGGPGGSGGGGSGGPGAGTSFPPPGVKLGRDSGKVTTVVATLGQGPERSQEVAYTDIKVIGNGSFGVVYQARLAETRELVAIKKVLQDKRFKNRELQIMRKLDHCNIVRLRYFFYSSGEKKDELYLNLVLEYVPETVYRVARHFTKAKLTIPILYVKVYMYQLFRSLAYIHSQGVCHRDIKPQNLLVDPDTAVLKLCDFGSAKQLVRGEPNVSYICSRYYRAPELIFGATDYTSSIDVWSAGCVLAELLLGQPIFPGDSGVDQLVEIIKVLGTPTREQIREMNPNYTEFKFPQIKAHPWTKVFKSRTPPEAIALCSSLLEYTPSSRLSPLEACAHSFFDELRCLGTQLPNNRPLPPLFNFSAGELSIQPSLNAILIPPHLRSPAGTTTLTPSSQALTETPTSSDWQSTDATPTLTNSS
Numbers without * were called inactive; i = inactive; · = no result given. An excerpt; rates above refer to the full screens.

SMILES | RGS4 block | PolyA inhibitor | DYRK1A inh | KCNQ1 pot | KCNK9 inh | KCNQ1 block | hERG rescue | GSK3B inh | KCNK3 inh | RGS4 act | GSK3 alpha inh
Cc1ccccc1N=Nc1c(N)n[nH]c1N | i | i | · | i | i | i | -8 | -1 | i | i | 4
Cc1ccc(-n2ncc3c(=O)n(Cc4cccnc4)cnc32)cc1 | i | i | -1 | i | i | i | -6 | 0 | i | i | ·
COc1cccc(OCc2cc(C(=O)NCCN3CCCCC3CO)no2)c1 (stereo not drawn) | i | i | 1 | i | i | i | -9 | 0 | i | i | 1
O=S(=O)(c1cc(Br)c(Cl)s1)N1CCCC1 | i | i | · | i | i | i | -4 | -8 | i | i | -3
CN=C(Nc1cccc(OC)c1)SC1CC(=O)N(c2ccc(C(=O)O)cc2)C1=O (stereo not drawn) | i | i | -3 | i | i | i | -4 | -2 | i | i | -3
COc1ccc(S(=O)(=O)N2CCC(C(=O)N[C@@H](C)C(=O)NC3CC3)CC2)cc1 | i | i | 3 | i | i | i | -3 | 5 | i | i | 0
O=C(c1ccccc1C(=O)N(c1ccccc1)c1ccccc1)N1CCCCC1 | i | i | -8 | i | i | i | -4 | 3 | i | i | -1
O=C(NCCc1csc(-c2cccnc2)n1)c1cccc(Cl)c1 | i | i | 18 | i | i | i | -6 | 0 | i | i | 10
CCn1cc(CN2CCN(CCc3ccccc3)C(CCO)C2)c(C)n1 (stereo not drawn) | i | i | 7 | i | i | i | -9 | -2 | i | i | -3
O=C(NN=C1CCCC1)c1n[nH]c2c1CCCC2 | i | i | 14 | i | i | i | -9 | 0 | i | i | ·
COc1ccc(N(CC(=O)Nc2cccc(N(C)S(C)(=O)=O)c2)S(C)(=O)=O)cc1OC | i | i | -3 | i | i | i | 4 | 1 | i | i | 4
Cc1ccc(NC(=O)CCc2ccc(S(=O)(=O)NC3CCCCC3)cc2)cc1 | i | i | 0 | i | i | i | -5 | -3 | i | i | -2

Compound profiles (already shown). Screens in order: RGS4 block	PolyA inhibitor	DYRK1A inh	KCNQ1 pot	KCNK9 inh	KCNQ1 block	hERG rescue	GSK3B inh	KCNK3 inh	RGS4 act	GSK3 alpha inh
CCn1cc(CN2CCN(CCc3ccccc3)C(CCO)C2)c(C)n1 (stereo not drawn) is entered as i	i	7	i	i	i	-9	-2	i	i	-3
COc1ccc(N(CC(=O)Nc2cccc(N(C)S(C)(=O)=O)c2)S(C)(=O)=O)cc1OC is entered as i	i	-3	i	i	i	4	1	i	i	4

Later entries
SMILES | RGS4 block | PolyA inhibitor | DYRK1A inh | KCNQ1 pot | KCNK9 inh | KCNQ1 block | hERG rescue | GSK3B inh | KCNK3 inh | RGS4 act | GSK3 alpha inh
COC(=O)c1ccc(C(=O)OC)nc1 | i | i | -6 | i | i | i | -9 | -3 | i | i | -1
O=C(CS(=O)(=O)c1cn(Cc2ccc(Cl)cc2)c2ccccc12)N1CCCCC1 | i | i | 0 | i | i | i | -8 | -2 | i | i | 3
O=C(c1cc([N+](=O)[O-])ccc1Cl)N1CCN(c2ccccn2)CC1 | i | i | -11 | i | i | i | -13 | 3 | i | i | 5
Cc1ccc(-c2nnc(-c3cccs3)o2)cc1 | i | i | 1 | i | i | i | -10 | 0 | i | i | 0
Cc1[nH]n(-c2ccccc2)c(=O)c1N=Nc1ccccc1C(=O)N1CCOCC1 | i | i | -2 | i | i | i | -10 | -4 | i | i | -2
Cn1nc(SCC(=O)O)sc1=S | i | i | 0 | i | i | i | -10 | 1 | i | i | 2
COC(=O)c1ccccc1NC(=O)COc1ccc(S(=O)(=O)N2CCCC2)cc1C | i | i | -5 | i | i | i | -1 | -2 | i | i | -3
Cc1ccc(Oc2nc3ccccn3c(=O)c2/C=C(\C#N)C(=O)NC2CCS(=O)(=O)C2)c(C)c1 (stereo not drawn) | i | i | -2 | i | i | i | -9 | -3 | i | i | -6
O=C(NNS(=O)(=O)c1ccc(Cl)cc1Cl)c1cc2ncc(C(F)(F)F)cc2s1 | i | i | · | i | i | i | -6 | -1 | i | i | -9
C=CCNC(=S)NC(=O)c1ccc(C)c(Br)c1 | i | i | 1 | i | i | i | -10 | -3 | i | i | -3
CC(NC(=O)CCC(=O)N1CCN(S(=O)(=O)c2ccc(Cl)cc2)CC1)c1ccccc1 (stereo not drawn) | i | i | -1 | i | i | i | -5 | -3 | i | i | -6
CC(C)Oc1ccc(Cc2n[nH]c(=S)n2Cc2ccccc2)cc1Cl | i | i | 4 | i | i | i | -9 | 1 | i | i | 4
O=C(Cn1cnc2ccccc21)OCC(=O)N1CCCc2ccccc21 | i | i | -5 | i | i | i | 2 | 4 | i | i | -4
CCc1ccc(NC(=O)NCc2ccc3c(c2)OCO3)cc1 | i | i | -6 | i | i | i | -11 | -6 | i | i | 0
O=C(C1CCC(=O)N(C2CC2)C1)N1CCC(Oc2ccccc2F)CC1 (stereo not drawn) | i | i | 0 | i | i | i | -12 | 3 | i | i | 0
CCc1ccccc1N(C1=NCCCS1)S(=O)(=O)c1ccc(C(C)(C)C)cc1 | i | i | -2 | i | i | i | -8 | -2 | i | i | ·
COc1cccc(NC(=O)CSc2nnc3cc(C)nc(N)n23)c1 | i | i | -4 | i | i | i | -12 | -1 | i | i | 0
Cc1cc(C)cc(C(=O)NCC(=O)OCC(=O)N(C)C2CCS(=O)(=O)C2)c1 (stereo not drawn) | i | i | -4 | i | i | i | -5 | -5 | i | i | -2
CCOC(=O)N1CCN(C(=O)C(C)c2ccc([N+](=O)[O-])cc2)CC1 (stereo not drawn) | i | i | 4 | i | i | i | -16 | -9 | i | i | -1
O=C(N/N=C/c1cn(Cc2ccccc2)c2ccccc12)c1cc(O)cc(O)c1 | i | i | · | i | i | i | -8 | 1 | i | i | 0
CN1CCN(C(=O)c2cc(S(=O)(=O)Nc3ccccc3F)c(Cl)cc2Cl)CC1 | i | i | 0 | i | i | i | -1 | -3 | i | i | 0
CCCCn1c(=N)n(CC(=O)C(C)(C)C)c2ccccc21 | i | i | 13 | i | i | i | -4 | 0 | i | i | -1
Clc1ccc(-c2noc3c2-c2nc(Cc4cccc5ccccc45)sc2CC3)cc1 | i | i | 4 | i | i | i | -5 | 0 | i | i | -3
Cc1ccc2cc(C#N)c(SCC(=O)N3CCCc4ccccc43)nc2c1 | i | i | -1 | i | i | i | -12 | 0 | i | i | -2
O=C(c1cc(COc2ccc(F)cc2Cl)on1)N(CCO)Cc1cccs1 | i | i | -3 | i | i | i | -10 | · | i | i | -1
COc1ccc(/C=C/C(=O)Nc2ccccc2C(F)(F)F)cc1 | i | i | -3 | i | i | i | -13 | 1 | i | i | 1
Cn1c(SCC(=O)NCC2CCCO2)ncc(C(=O)Nc2ccc(F)cc2)c1=O (stereo not drawn) | i | i | 23 | i | i | i | -11 | 2 | i | i | -2
CCOc1ccc(NC(=O)CN2C(=O)COc3ccc(S(=O)(=O)N4CCCC4)cc32)cc1 | i | i | 3 | i | i | i | -9 | 2 | i | i | -8
COc1ccc(CN(CC(O)COc2cccc3[nH]cc(C)c23)C(C)(C)C)cc1 (stereo not drawn) | i | i | 3 | i | i | i | -10 | 0 | i | i | 0
CCN(CC)CCn1c(NCc2ccc3c(c2)OCO3)nc2ccccc21 | i | i | 1 | i | i | i | -9 | 0 | i | i | -3
CCC(=O)N1CCc2cc(S(=O)(=O)NCCC(=O)NCc3ccccc3OC)ccc21 | i | i | -2 | i | i | i | -1 | 5 | i | i | -2
C=CCN(CC=C)C(=O)CN1C(=O)NC(Cc2c[nH]c3ccccc23)C1=O (stereo not drawn) | i | i | 1 | i | i | i | 0 | -1 | i | i | -3
COc1cc(CNC2CCCC2)cc(Cl)c1OCc1ccccc1F | i | i | 7 | i | i | i | -15 | -3 | i | i | 3
CCn1c(CN2CCN(C(c3ccccc3)c3ccccc3)CC2)nc2c1c(=O)n(C)c(=O)n2C | i | i | -1 | i | i | i | -5 | -4 | i | i | -1
CCOc1ccccc1OCCOCCOc1ccccc1[N+](=O)[O-] | i | i | -3 | i | i | i | -13 | 1 | i | i | 0
COc1ccc(C(=O)NCC(=O)OCC(=O)Nc2cccc(S(=O)(=O)N3CCCC3)c2)cc1 | i | i | -6 | i | i | i | -10 | 0 | i | i | 0
Cc1nc2c(C)cccc2c2c1COC2 | i | i | · | i | i | i | -12 | -1 | i | i | -3
Cc1nc(SCCOc2ccc(F)cc2)c2ccccc2n1 | i | i | 7 | i | i | i | -7 | -2 | i | i | 10
CC(=O)Nc1ccc(S(=O)(=O)NCC(=O)NCCCc2ccccc2)cc1 | i | i | -7 | i | i | i | -6 | 2 | i | i | -1
CCC(=O)c1cn(CC(=O)NCC2CCCO2)c2ccccc12 (stereo not drawn) | i | i | 4 | i | i | i | -4 | 2 | i | i | -1
CCOc1ccccc1NC(=O)CCS(=O)(=O)c1ccc2c(c1)CC(C)N2C(C)=O (stereo not drawn) | i | i | 2 | i | i | i | -5 | -2 | i | i | -1
COc1ccc2nc(SCCC(=O)O)cc(C)c2c1 | i | i | 6 | i | i | i | -7 | 0 | i | i | -3
CCOc1ccccc1NC(=O)C1CCN(S(=O)(=O)c2c(C)nn(C)c2C)CC1 | i | i | 0 | i | i | i | -12 | -1 | i | i | -4
O=C(CCc1ccccc1)NNC(=O)c1ccccc1C(=O)O | i | i | -12 | i | i | i | -1 | 2 | i | i | -2
N/C(Cc1ccccc1Sc1ccccc1)=N\O | i | i | 8 | i | i | i | -8 | -4 | i | i | -4
CCCCOc1ccc(-c2nnn(CCC(=O)N3CCOCC3)n2)cc1 | i | i | 4 | i | i | i | 0 | 0 | i | i | 1
N#Cc1ccc(CSc2nnc(-c3ccccn3)n2-c2ccc(Cl)cc2)cc1 | i | i | -2 | i | i | i | -2 | 3 | i | i | -4
CN(CC(=O)NC(=O)NC(C)(C)C)CC(=O)Nc1ccccc1Cl | i | i | 1 | i | i | i | -10 | 2 | i | i | -1
CC(C)C(C)NC(=O)COc1ncnc2sccc12 (stereo not drawn) | i | i | -9 | i | i | i | -9 | 1 | i | i | 1
O=C(C(NS(=O)(=O)c1cccs1)c1ccccc1)N1CCN(c2ccccc2)CC1 (stereo not drawn) | i | i | 3 | i | i | i | -11 | 2 | i | i | -4

Assay outcomes: PubChem, several laboratories
